KB-V1 MDR tox – qHTS assay for MDR1-selective chemotherapeutics: Primary screen using the drug-selected MDR subline cells KB-V1; KB-V1 MDR cells viability, CellTiter-Glo, 72 h; Potency, µM (doses to about 46.1 µM), without a hit: top-dose activity change, negative = cytotoxicity, most hits filed as cytotoxic; actives 3.4% (n = 400,000); also: potency is read from the fitted curve at half-maximal effect; % is scaled to controls: 0 for no effect and ±100 for the full control effect; nearly all actives have a fitted effect of over 60% in size
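qHTS viability screen in drug-selected KB-V1 MDR cells: 72 h compound treatment at 37 degrees C, ATP luminescence end point.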
SW480 rerep – A quantitative high throughput screen for small molecules that induce DNA re-replication in SW480 colon adenocarcinoma cells. Potency, µM (doses to about 46.1 µM), without a hit: top-dose re-replication activation, hits mostly activators. SW480 DNA re-replication, Hoechst DNA content imaging, 48 h. actives 1.8% (n = 340,000); also: potency is read from the fitted curve at half-maximal effect; % of control where 0% means no effect; nearly all actives have a fitted effect of over 55% in size
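Per well, 250 cells were exposed to pinned compound for 48 hr. Nuclear DNA was visualised with Hoechst (40 min, 37 C) and total object intensity recorded by fluorescence scanning.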
GLP1R ag – qHTS of GLP-1 Receptor Agonists; Glucagon-like peptide 1 receptor (Homo sapiens), P43220; HEK293 GLP-1R CRE-luciferase, luminescence, 4-6 h; cells express a hypersensitive GLP-1R form; Potency, µM (highest dose often 45.6 µM), inactives show at the top dose activation, hits mostly activators; actives 0.007% (n = 380,000); AID 624172, 2012; also: potency is read from the fitted curve at half-maximal effect; % of control where 0% means no effect
Target sequence (P43220 whole entry, looked up): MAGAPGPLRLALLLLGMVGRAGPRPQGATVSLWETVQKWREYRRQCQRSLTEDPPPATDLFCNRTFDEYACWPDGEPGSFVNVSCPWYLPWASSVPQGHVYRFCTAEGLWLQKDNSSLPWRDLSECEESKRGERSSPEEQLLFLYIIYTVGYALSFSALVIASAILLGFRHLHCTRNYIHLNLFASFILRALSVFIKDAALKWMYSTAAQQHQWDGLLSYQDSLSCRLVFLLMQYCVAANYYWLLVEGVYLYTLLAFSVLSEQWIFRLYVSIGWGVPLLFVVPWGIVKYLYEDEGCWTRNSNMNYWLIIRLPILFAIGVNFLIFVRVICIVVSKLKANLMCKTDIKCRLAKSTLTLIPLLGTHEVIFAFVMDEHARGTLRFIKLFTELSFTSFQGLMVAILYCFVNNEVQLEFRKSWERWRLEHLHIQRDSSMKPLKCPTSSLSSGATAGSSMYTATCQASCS
HT1080NT lethal – qHTS for induction of synthetic lethality in tumor cells producing 2HG: qHTS for the HT-1080-NT fibrosarcoma cell line; actives 1.6% (n = 360,000); Potency, µM (highest dose often 46.1 µM), inactives show at the highest dose activity, negative = less viability, actives largely listed as cytotoxic; HT-1080-NT fibrosarcoma viability, CellTiter-Glo ATP luminescence, 48 h; AID 686970, 2013;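 also: NT is the 2HG producing partner of a matched IDH1 knockdown line; potency is read from the fitted curve at half-maximal effect; 0% = DMSO-treated cells and -100% = media-only wells without cells; nearly all actives have a fitted effect of over 55% in size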
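Viability of the 2HG-overproducing fibrosarcoma line after 48 hours of compound exposure at 37 degrees C was determined by luminescence with CellTiter-Glo, and concentration-effect curves were then fitted and categorized.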
IL-1B inflam inh – qHTS for Inhibitors of Inflammasome Signaling: IL-1-beta AlphaLISA Primary Screen | AID 743279, 2014 | THP-1 LPS/ATP IL-1B secretion, AlphaLISA, 16 h; active compounds read low | activity change, % at 57.5 µM | actives 4.7% (n = 360,000); in the data active = activity change below about -50%; inconclusive = mostly about -30% to -49%; also: % is scaled to controls: 0 for no effect and ±100 for the full control effect
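Secreted IL-1B measured by AlphaLISA bead assay after 16 h compound exposure of THP-1 cells; compounds (final up to 57.5 uM) added 1 h before LPS (250 ng/mL) and ATP (1.25 mM) stimulation; lower signal means less secretion.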
DRD3 agonist – qHTS of D3 Dopamine Receptor Agonist: qHTS; D(3) dopamine receptor (Homo sapiens), P35462; D3R DiscoveRx beta-arrestin cells, luminescence, 90 min; max activation, %; actives 0.58% (n = 410,000); in the data active = max activation above about 30%; also: 0% is about no effect; mostly tested at two doses, the higher about 12 µM
Target sequence (P35462 whole entry, looked up): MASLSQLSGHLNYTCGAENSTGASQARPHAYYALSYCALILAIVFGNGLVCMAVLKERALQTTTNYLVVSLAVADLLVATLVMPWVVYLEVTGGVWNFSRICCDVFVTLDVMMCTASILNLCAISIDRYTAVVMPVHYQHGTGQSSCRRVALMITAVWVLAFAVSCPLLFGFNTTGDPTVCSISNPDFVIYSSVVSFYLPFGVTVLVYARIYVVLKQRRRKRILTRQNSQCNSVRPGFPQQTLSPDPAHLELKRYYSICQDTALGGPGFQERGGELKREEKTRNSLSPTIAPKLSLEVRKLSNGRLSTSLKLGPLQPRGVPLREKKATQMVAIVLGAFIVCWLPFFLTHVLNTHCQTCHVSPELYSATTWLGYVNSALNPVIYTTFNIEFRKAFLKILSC
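Cells at 1500/well, incubated overnight, then treated with pinned compounds (dopamine as control) for 90 min at 37 degrees C. DiscoveRx reagent added for 30 - 60 minutes at room temperature; luminescence read.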
HT1080 IDH1KD tx – qHTS for induction of synthetic lethality in tumor cells producing 2HG: qHTS for the HT-1080-IDH1KD cell line; HT-1080 IDH1 knockdown viability, ATP luminescence, 48 h; Potency, µM (doses to about 46.1 µM), for inactives: at the top dose activity, negative = toxicity, actives largely listed as cytotoxic; actives 2% (n = 360,000);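 also: potency is read from the fitted curve at half-maximal effect; 0% = DMSO wells and -100% = cell-free medium wells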
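CellTiter-Glo luminescence after 48 h compound exposure at 37 degrees C of IDH1-knockdown HT-1080 cells in 5% FBS RPMI. %Activity scaled between DMSO wells and cell-free media wells, with curves fitted and assigned curve classes.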
DRD3 antagonist – qHTS of D3 Dopamine Receptor Antagonist: qHTS. max response, negative = inhibition, %. D(3) dopamine receptor (Homo sapiens), P35462. AID 652054, 2013. D3R cells, DiscoveRx beta-arrestin luminescence, antagonist mode; active compounds read low. actives 2.5% (n = 360,000); in the data active = max response below about -50%; inconclusive = no clear call, values can overlap the other calls; also: % is scaled to controls: 0 for no effect and ±100 for the full control effect; mostly tested at two doses, the higher about 12 µM
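Cells expressing the human receptor were seeded at 1500 cells/well, incubated overnight at 37 degrees C in 5% CO2, then exposed to library compounds with dopamine controls for 90 minutes at 37 degrees C before luminescent detection.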
KB-3-1 tox – qHTS assay for MDR1-selective chemotherapeutics: Primary screen using the parental adenocarcinoma cell KB-3-1 | KB-3-1 viability, CellTiter-Glo ATP luminescence, 72 h | Potency, µM (doses to about 46.1 µM), inactives show at the highest dose activity change, negative = cytotoxic, most hits filed as cytotoxic | actives 1.4% (n = 400,000) | AID 1347075, 2019; also: potency is read from the fitted curve at half-maximal effect; % is scaled to controls: 0 for no effect and ±100 for the full control effect; nearly all actives have a fitted effect of over 60% in size
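Cytotoxicity measured as CellTiter-Glo luminescence after 72 h at 37 C. Compound titrations were pinned onto drug-naive KB-3-1 parental adenocarcinoma cells grown in DMEM with 10% FBS, and normalized data fitted to concentration-response curves.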
Numbers without * were called inactive; ? = inconclusive; . = no result given; [ ] = dose if it differs, or a comment. Unless noted, calls follow the shape of the dose curve; as a rule, active = well fitted curve in the direction sought with a large enough effect; inconclusive = small, poorly fitted or top-dose-only effect, or another doubt; inactive = no such curve, though single readings can be large; an effect the other way counts as inactive or inconclusive.

SMILES	KB-V1 MDR tox	SW480 rerep	GLP1R ag	HT1080NT lethal	IL-1B inflam inh	DRD3 agonist	HT1080 IDH1KD tx	DRD3 antagonist	KB-3-1 tox
O=C(CNS(=O)(=O)c1ccccc1)OCC(=O)c1cccc([N+](=O)[O-])c1	?	-5%	0%	4%	25	-22	10%	2	0%
CC(CN1CCCC1)OC(=O)c1ccc(Br)cc1 (stereo not given)	14%	-4%	-2%	24%	6	-20	0%	-67*	2%
CCC(=O)OCOc1ccc(/C=C2/CCC(CN(C)C)C2=O)cc1 (stereo not given)	?	12µM*	-8%	?	-1	-10	16µM*	-87*	?
c1ccc(OCCOc2ncnc3sccc23)cc1	-4%	-6%	2%	0%	4	3	-4%	22	3%
CC(C)(C)c1ccc(SCCc2ccccn2)cc1	-2%	-3%	15%	-9%	-12	-19	-16%	-24	16%
O=c1cc(-c2ccc([N+](=O)[O-])cc2)c2cc3c(cc2[nH]1)OCCO3	-10%	27%	9%	22%	?	36*	-29%	21	-25%
O=C(NCc1ccco1)c1ccc(COc2ccccc2[N+](=O)[O-])o1	-2%	3%	6%	-3%	0	-8	0%	-3	-2%
O=c1c2ccccc2oc2ccc(-c3ccc4cc[nH]c4c3)cc12	-2%	-2%	-4%	0%	10	7	9%	8	-6%
COc1ccc(CCN(Cc2ccccn2)C(=S)Nc2cccc(C)c2)cc1OC	-20%	-2%	-2%	0%	7	-4	10%	-22	-14%
CC(=O)NC(=S)Nc1ccccc1C(=O)Nc1ccccc1	20%	3%	-25%	15%	9	-8	15%	0	-2%
CC1CCc2cc(F)ccc2N1C(=O)CSc1nnc(-c2cccs2)n1C (stereo not given)	7.3µM*	-2%	2%	-1%	-3	-5	2%	13	1%
CC1CCN(C(=O)c2[nH]cnc2C(=O)Nc2ccc(Cl)cc2)CC1	2%	-60%[inhibitor]	-5%	6%	-17	45*	10%	9	?
O=[N+]([O-])c1cccc(N/N=C/c2cccc(O)c2O)c1	?	?	11%	?	42	3	?	-9	-20%
COc1ccc(OC)c(CCNC(=O)c2cc3c(=O)oc4ccc(C)cc4c3s2)c1	20%	.	1%	.	.	3	.	.	20%
O=C(/C=C/C=C/c1ccc2c(c1)OCO2)N1CCCCC1	16%	-4%	19%	3%	-9	5	1%	1	0%
CN1CCN(S(=O)(=O)c2ccc(NC(=O)c3ccco3)cc2)CC1	12%	-7%	-9%	11%	5	2	14%	-15	0%
Cc1ncccc1C(=O)N1CCCC(c2cc(C(=O)Nc3ccc(C(C)(C)C)cc3)no2)C1 (stereo not given)	-1%	.	16%	21µM*	-19	11	?	24	-13%
COc1ccc(C2c3[nH]c4ccccc4c3C[C@H]3C(=O)N(c4ccccc4C(=O)N4CCC[C@@H]4C(=O)O)C(=O)N23)cc1 (stereo not given in full)	0%	-48%[inhibitor]	-3%	9%	17	-4	4%	0	0%
CCN(CC)S(=O)(=O)c1ccc(NN=c2c(=O)c3ccccc3c2=O)cc1	-14%	2%	2%	-3%	21	-3	-1%	6	-3%
O=C(/C=C/c1cccc(Oc2ccccc2)c1)N1CCOCC1	-2%	14%	14%	0%	-2	-5	-11%	-4	4%
COc1cc(Cl)ccc1OC1(C)CCN(Cc2ccc(SC)cc2)C1 (stereo not given)	0%	.	8%	?	?	-16	?	-70*	0%
COc1ccc(CNC(=O)C(C)n2ccc3cc(S(=O)(=O)N4CCCCCC4)ccc32)cc1 (stereo not given)	?	-7%	0%	6%	?	-6	-10%	-17	?
CC(=O)N1CCc2c(sc3c2c(=O)n(-c2ccc(F)cc2)c(=O)n3Cc2ccc(C#N)cc2)C1	13%	.	1%	.	.	0	.	.	15%
CC1(C)CC(=O)c2cc(NC(=O)c3ccccc3)c(=O)oc2C1	24%	2%	5%	22%	-11	20	11%	2	7%
CCOc1ccc(C(C(=O)NCC2CCCO2)N(CCc2cccc(C)c2)C(=O)c2snc(C(N)=O)c2N)cc1 (stereo not given)	21µM*	15%	0%	?	-28	7	?	6	?

(cont.)
SMILES	KB-V1 MDR tox	SW480 rerep	GLP1R ag	HT1080NT lethal	IL-1B inflam inh	DRD3 agonist	HT1080 IDH1KD tx	DRD3 antagonist	KB-3-1 tox
Cc1ccc2c(c1)COc1c3ccc(C(=O)NCC4CC4)cc3nn1-2	-15%	-2%	4%	-15%	3	7	-8%	-12	3%
O=C(Nc1nonc1-c1ccc(F)cc1)c1ccco1	30%	-2%	1%	-8%	19	3	-5%	16	0%
Cc1ccc(S(=O)(=O)N[C@@H](C)CO)cc1	-2%	.	.	30%	-4	-1	17%	3	-6%
CCOc1ccc(C(=O)N2CCC3(CC2)NCCc2[nH]cnc23)cc1OCC	?	-1%	12%	8%	0	-1	17%	-7	10%
CCOc1cccc(OCCOCCn2cnc3ccccc3c2=O)c1	-22%	-2%	29%	-4%	6	3	-1%	-17	0%
CN(C)S(=O)(=O)c1cccc(C(=O)N2CCN(C(=O)C3CCCO3)CC2)c1 (stereo not given)	?	-13%	-1%	5%	27	4	4%	-2	9%
COc1ccc(C(C(=O)NCc2ccccc2)N(C(=O)c2snc(C(N)=O)c2N)c2ccccc2OC)cc1OC (stereo not given)	-16%	13%	7%	-7%	0	-6	-9%	3	13%
COc1cccc(/C=N/NC(=O)Cn2cnc3c2c(=O)n(C)c(=O)n3C)c1OC	22%	1%	4%	-4%	21	-2	6%	2	3%
CCOC(=O)Nc1ccc2c(c1)Nc1ccccc1S2	?	5%	-2%	?	-66*	12	?	27	2%
Cc1c(-c2ccccc2)oc2c(C(=O)N3CCN(c4ccccc4F)CC3)cccc2c1=O	4.6µM*	-4%	0%	11%	38	1	12%	13	?
CCN(CCc1ccccc1)c1ccc2c(c1)C1CC2CCN1C(=O)OCc1ccccc1 (stereo not given)	0%	16%	-4%	4%	15	-6	6%	14	0%
Cc1nn(-c2cc(C)c3ccccc3n2)c2c1CCC2	?	-4%	-5%	23%	-4	4	15%	17	?
CC1CN(C(=O)COC(=O)c2cc([N+](=O)[O-])ccc2Cl)CC(C)O1 (stereo not given)	0%	1%	9%	1%	-19	20	-2%	1	19%
Cc1ccc(S(=O)(=O)C[C@@H]2OC[C@H](CO)N2S(=O)(=O)c2ccc(C)cc2)cc1	?	.	.	14%	4	1	14%	3	2%
COc1ccc(CNC(=O)CCNS(=O)(=O)c2ccc(NC(C)=O)cc2)cc1OC	11%	-2%	0%	7%	17	1	1%	1	2%
COc1ccc(/C=N/OC/C(O)=C(\C#N)c2nc3ccccc3[nH]2)cc1OC	-11%	-3%	-17%	8%	19	-2	8%	10	13%
COC(=O)c1sccc1NC(=O)CC1C(=O)NCCN1C(=O)c1ccc(F)cc1 (stereo not given)	2%	-2%	1%	1%	27	0	9%	20	2%
C=CCSc1nnc(NC(=O)c2ccc3c(c2)OCCO3)s1	?	.	9%	10%	-3	3	7%	3	-14%
Cc1ccc(S(=O)(=O)N2CCN(C(=O)Cn3nc(C(=O)O)c4ccccc4c3=O)CC2)cc1	10%	-18%	9%	1%	0	-11	0%	5	4%
COc1cccc(CNC(=O)c2c[nH]n3c(=O)c(Cl)c(C)nc23)c1	7%	-700%[inhibitor]	-3%	2%	13	6	0%	5	6%
CSc1nc2nc3c(cn2n1)C(=O)CC(c1ccccc1)C3 (stereo not given)	13µM*	-11%	5%	10%	-19	4	13%	17	1%
CCOc1cc(C(=O)NC(C)CC)cc(OCC)c1OCC (stereo not given)	12%	0%	-8%	11%	-14	-4	10%	17	9%
CCOC(=O)N1CCC(N2Cc3cccc(C(=O)Nc4cc(F)ccc4F)c3C2=O)CC1	-5%	-15%	-2%	1%	15	-8	3%	-29	4%
O=C(Nc1ccc2c(c1)OCO2)N1CCN(c2cccc(C(F)(F)F)c2)CC1	-20%	-1%	-4%	-4%	-25	-5	-1%	-7	2%
CC(C)c1ccccc1OS(N)(=O)=O	-20%	-1%	-1%	-4%	30	0	2%	-3	9%
OC(CN1CCN(c2ccccc2)CC1)c1c[nH]c2ccccc12 (stereo not given)	1%	?	1%	-17%	1	-8	-30%	-54*	4%
CCOC(=O)N1CCC(NS(=O)(=O)c2ccc3c(c2)C(C)(C)C(=O)N3C)CC1	-33%	3%	-9%	-8%	10	-2	-7%	-15	-8%
COC(=O)/C=C1\OCc2ccccc21	0%	.	.	0%	15	-9	0%	-20	-1%
O=C(CN1C(=O)C2CC=CCC2C1=O)NCC1COc2ccccc2O1 (stereo not given)	0%	0%	-2%	0%	14	-7	5%	-6	1%
CC(C)CNc1c(N)c(=O)oc2ccccc12	-24%	?	?	6%	-19	2	-5%	16	-10%

One compound at a time (already shown).
`CCOc1ccc(C(=O)N2CCC3(CC2)NCCc2[nH]cnc23)cc1OCC` across the screens: KB-V1 MDR tox = ?; SW480 rerep = -1%; GLP1R ag = 12%; HT1080NT lethal = 8%; IL-1B inflam inh = 0; DRD3 agonist = -1; HT1080 IDH1KD tx = 17%; DRD3 antagonist = -7; KB-3-1 tox = 10%
`CCOC(=O)N1CCC(N2Cc3cccc(C(=O)Nc4cc(F)ccc4F)c3C2=O)CC1` across the screens: KB-V1 MDR tox = -5%; SW480 rerep = -15%; GLP1R ag = -2%; HT1080NT lethal = 1%; IL-1B inflam inh = 15; DRD3 agonist = -8; HT1080 IDH1KD tx = 3%; DRD3 antagonist = -29; KB-3-1 tox = 4%
`O=C(Nc1ccc2c(c1)OCO2)N1CCN(c2cccc(C(F)(F)F)c2)CC1` across the screens: KB-V1 MDR tox = -20%; SW480 rerep = -1%; GLP1R ag = -4%; HT1080NT lethal = -4%; IL-1B inflam inh = -25; DRD3 agonist = -5; HT1080 IDH1KD tx = -1%; DRD3 antagonist = -7; KB-3-1 tox = 2%
